# Screening results: PubChem, National Center for Advancing Translational Sciences (NCATS)
# USP2a inh = USP2a (human) protease inhibition | USP2 core, Ub-CHOP2 coupled fluorogenic reporter, 485/531 | Potency, µM (titrated, usually from 38.3 µM), inactives show top-dose activity change, negative = inhibition, usual class: inhibitors | AID 463254 | hit rate 0.01% among 330,000 | O75604;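 also: potency is read from the fitted curve at half-maximal effect; plate controls were DMSO wells for no effect and full inhibition by NEM control for full effect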
#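 Cell-free coupled assay: 10nM USP2 core preincubated 30min RT with compound in Tris-HCl pH 8.0/CaCl2/CHAPS buffer, then 25nM Ub-CHOP2 and 25nM reporter substrate; fluorescence (Ex 485/Em 531) read after 60min RT, normalized to NEM inhibition, concentration-response curves fitted.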
# uPA generation = blocks generation of uPA at the cell surface. cell surface uPA generation assay, qHTS. Potency, µM (series often up to 38.3 µM), without a hit: at the top dose activity change, negative = inhibition, most hits filed as inhibitors. hit rate 0.31% among 330,000; active = well fitted inhibition curve with a large enough effect; inconclusive = small, poorly fitted or top-dose-only effect; inactive = no such curve, though single readings can be large or run the other way; tested in mouse RAW 264.7 cells; also: potency is read from the fitted curve at half-maximal effect; nearly all actives have a fitted effect of over 55% in size
# Giardia killer = kills Giardia lamblia; Giardia lamblia trophozoite viability; activity change, % at 7.66 µM, hits read low; hit rate 0.15% among 340,000; in the data active = activity change below about -80%; inconclusive = between about -30% and that limit;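 also: parasites exposed to compound for two days anaerobically before the ATP read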
#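 Media and compound were dispensed first, then trophozoites at 100 cells/well; plates sat 48 hrs at 37 deg C without oxygen before ATP luminescence reagent was added and read after 15-30 min at room temperature.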
# Coupling enz = inhibits coupling enzyme system, counter-screen for aldolase hits. coupling enzyme system counterscreen, AmpLite Red fluorescence. activity change, negative = inhibition, % at 58.2 µM, hits read low. hit rate 0.67% among 290,000; in the data active = activity change below about -30%
#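 Coupling enzymes only (glyceraldehyde-3-phosphate) + compound, at 57.5 uM final, 10 min RT; add substrate/coupling/AmpLite Red mix, 20 min RT; fluorescence ex 525/em 598 nm. Actives flag coupling-system interference.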
# Eya2 inh = inhibitors of human Eya2 phosphatase activity. hit rate 0.006% among 330,000. Potency, µM (doses to about 76.9 µM), inactives show at the highest dose activity, negative = inhibition, actives largely listed as inhibitors. O00167. recombinant Eya2, OMFP fluorescence dephosphorylation (OMFP is methylfluorescein phosphate); also: potency is read from the fitted curve at half-maximal effect
# Target sequence (O00167 whole entry, looked up): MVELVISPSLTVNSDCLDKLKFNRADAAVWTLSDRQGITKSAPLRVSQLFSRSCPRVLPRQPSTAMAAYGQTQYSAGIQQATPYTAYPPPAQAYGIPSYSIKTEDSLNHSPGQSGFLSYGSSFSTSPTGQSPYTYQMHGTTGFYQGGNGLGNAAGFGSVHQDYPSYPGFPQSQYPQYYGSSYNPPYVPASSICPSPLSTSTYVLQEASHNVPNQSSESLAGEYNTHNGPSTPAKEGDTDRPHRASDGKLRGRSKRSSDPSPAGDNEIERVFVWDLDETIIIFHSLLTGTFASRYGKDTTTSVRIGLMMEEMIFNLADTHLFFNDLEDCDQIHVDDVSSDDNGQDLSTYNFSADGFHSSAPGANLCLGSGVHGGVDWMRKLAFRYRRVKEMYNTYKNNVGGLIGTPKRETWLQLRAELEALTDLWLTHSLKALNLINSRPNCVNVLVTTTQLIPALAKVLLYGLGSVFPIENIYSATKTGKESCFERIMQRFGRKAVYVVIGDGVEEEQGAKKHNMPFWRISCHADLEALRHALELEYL
#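 Eya2 (0.2 uM) preincubated 10 min at ambient with compound, then OMFP substrate added at 50 uM; 10 min reaction in 50 mM HEPES pH 7.5, 50 mM NaCl, 5 uM MgCl2, 0.05% BSA, 1 mM DTT. Fluorescence read at Ex 485/Em 525 nm.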
# KCNH2 3.1 block = inhibitors of human KCNH2 3.1 potassium channel isoform. U2OS KCNH2 3.1, thallium flux FluxOr; stronger effect = lower value. activity change, % (tested at about 1.8 µM). hit rate 0.95% among 340,000;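 active = maximum activity change below -70%; inconclusive = maximum activity change from -70% to -50%; inactive = maximum activity change above -50%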;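 also: thallium influx rate constant from kinetic fluorescence after stimulation buffer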
#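 U2OS cells transduced with KCNH2 3.1 mutant virus (1.77 x 10^8 /mL, 4 h), plated overnight at 37 C, loaded 45 min with FluxOr dye plus Red40 quencher. Thallium flux rate constant from kinetic reads after stimulation buffer, normalised to controls.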
# hERG WT inh = blocks the wildtype human KCNH2 potassium channel; Q12809; U2OS, BacMam KCNH2, thallium flux FluxOr; stronger effect = lower value; activity change, % at 1.84 µM; hit rate 0.37% among 340,000; AID 720551;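 active = maximum activity change below -70%; inconclusive = maximum activity change between -70% and -50%; inactive = maximum activity change above -50%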
#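 U2OS cells transduced with wild-type KCNH2 virus are loaded with FluxOr dye for 45 min, and thallium flux is measured in kinetic reads before and after stimulation buffer. Rate constants are normalized to DMSO controls.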
# B2AR arrestin = beta2AR (human) beta-arrestin recruitment activity. P07550. beta-arrestin recruitment to beta2AR, cell-based reporter. Potency, µM (titrated, usually from 46.1 µM), without a hit: at the highest dose activation, hits mostly activators. hit rate 0.02% among 330,000. AID 492947;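 also: potency is read from the fitted curve at half-maximal effect; 0% = DMSO controls and full agonism = EC100 isoproterenol or metaproterenol; nearly all actives have a fitted effect of over 65% in size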
# GALK inhibitor = blocks human galactokinase activity. Purified GALK, Kinase-Glo residual ATP luminescence. Potency, µM (titrated, usually from 57.5 µM), for inactives: top-dose activity change, negative = inhibition, most hits filed as inhibitors. AID 1868. P51570. hit rate 0.007% among 270,000; also: potency is read from the fitted curve at half-maximal effect
# Target sequence (P51570 whole entry, looked up): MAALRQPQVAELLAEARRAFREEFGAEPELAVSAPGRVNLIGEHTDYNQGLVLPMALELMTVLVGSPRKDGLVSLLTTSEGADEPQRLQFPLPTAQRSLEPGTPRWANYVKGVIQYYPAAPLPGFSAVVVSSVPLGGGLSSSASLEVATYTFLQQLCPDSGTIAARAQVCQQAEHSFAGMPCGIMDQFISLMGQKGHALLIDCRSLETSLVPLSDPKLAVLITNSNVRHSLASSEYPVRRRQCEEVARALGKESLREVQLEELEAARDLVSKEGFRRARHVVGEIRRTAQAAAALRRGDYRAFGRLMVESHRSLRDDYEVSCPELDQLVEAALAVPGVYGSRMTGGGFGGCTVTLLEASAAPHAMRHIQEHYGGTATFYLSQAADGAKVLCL
#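 Human GALK (5 nM) with 35 uM ATP and 100 uM galactose in 20 mM HEPES pH 8.0, 5 mM MgCl2, 60 mM NaCl, 1 mM DTT, 0.01% BSA. After 1 h at room temperature, leftover ATP was read by Kinase-Glo Plus luminescence.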
# Chronic BCR inh = chronic active BCR signaling inhibition; ABC-DLBCL IkBa-CBG/CBR reporter, luminescence ratio, 4 h; Potency, µM (series often up to 46.1 µM), for inactives: at the top dose ratio change, negative = lower green/red ratio, most hits filed as inhibitors; hit rate 0.05% among 340,000; active = well fitted inhibition curve with a large enough effect in the signal ratio, with a control signal flat, not every such curve was filed as active; inconclusive = small, poorly fitted or top-dose-only effect, or effect the other way, or a change in a side signal; the % refers to the signal ratio;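 also: potency is read from the fitted curve at half-maximal effect; plate controls were basal doxycycline-induced cells for no effect and cells given 10 µM MG132 for full effect; MG132 reads +100%, hits lower the ratio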
#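 Concentration-response series (up to 46 uM) were applied to TMD8 dual-reporter cells for 4 h at 37C with doxycycline. Green/red ratio, after filter-overlap correction, defined %Activity; red signal alone was normalised to basal cells and zero luminescence.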
# PKM2 activator = increases activity of human pyruvate kinase M2. P14618. purified PKM2, Kinase-Glo ATP luminescence, activation; response scale: 0% is enzyme alone, no compound. Potency, µM (series often up to 57.5 µM), for the others: top-dose activation, actives largely listed as activators. hit rate 0.34% among 260,000; also: potency is read from the fitted curve at half-maximal effect; nearly all actives have a fitted effect of over 55% in size
#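 Kinase-Glo luminescence reports ATP generated from ADP (0.1 mM) and PEP (0.5 mM) by purified hPK-M2 after 1 h at room temperature, pH 7.2 imidazole buffer; intermediate enzyme activity allows detecting inhibitors and activators.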
# * = called active by the depositor; ? = inconclusive; . = not tested or not shown; [ ] = dose if it differs, or a comment. Unless noted, calls follow the shape of the dose curve; as a rule, active = well fitted curve in the direction sought with a large enough effect; inconclusive = small, poorly fitted or top-dose-only effect, or another doubt; inactive = no such curve, though single readings can be large; an effect the other way counts as inactive or inconclusive. Unless noted, % is scaled to controls: 0 for no effect and ±100 for the full control effect.
entry	molecule	Eya2 inh	Coupling enz	USP2a inh	hERG WT inh	KCNH2 3.1 block	Giardia killer
1	c1cnc2ccc(C(c3nnnn3C3CCCC3)N3CCSCC3)cc2c1 (configuration not stated)	7%	6	-1%	-5	12	6
2	O=C(NC(Cc1c[nH]c2ccccc12)C(=O)N/N=C/c1cccnc1)c1cccs1 (configuration not stated)	6%	-16	-3%	14	0	-7
3	CCN(CC)C(=O)Oc1ccnc2cc(Cl)ccc12	1%	-3	4%	2	5	10
4	O=C(c1ccc(Cl)cc1)N1N=C(c2ccccn2)CC1(O)C(F)(F)F (configuration not stated)	23%	5	1%	-7	-3	-20
5	O=S(=O)(Nc1ccc2c(c1)OCO2)c1cccs1	13%	-3	-1%	-9	-7	2
6	COc1cc(CN2CCSCC2)c([N+](=O)[O-])cc1OC	7%	-2	-1%	-9	-4	-17
7	CC(C)(C)N(NC(=O)Nc1ccc(F)cc1)C(=O)c1ccccc1	-5%	1	0%	1	1	-11
8	CCOc1ccc(NC(=S)NC(C)CCc2ccccc2)cc1 (configuration not stated)	0%	0	0%	18	-2	-8
9	COCCCN1C(=O)c2ccc(C(=O)Nc3ccccc3Cl)cc2C1=O	-3%	1	0%	2	4	2
10	O=S(=O)(c1ccc(NCCOc2ccccc2)nc1)N1CCCC1	17%	.	-1%	3	1	3
11	NS(=O)(=O)c1ccc(CCNC(=O)COC(=O)C2CCN(c3ccc(C(F)(F)F)cn3)CC2)cc1	-10%	.	-1%	5	-8	-14
12	COc1cccc(-c2nn(-c3ccccc3)cc2C(=O)OCC(=O)Nc2ncc(Cl)cc2Cl)c1	-3%	3	-5%	15	-31	-1
13	CC1CCCCN1C(=O)CCn1c(=O)oc2ccccc21 (configuration not stated)	4%	.	1%	1	-11	18
14	COc1ccc(-c2cc(-c3ccccc3)c(C#N)c(S(C)=O)n2)cc1 (configuration not stated)	-11%	1	-7%	-1	19	0
15	CCc1ccc(CN2CCCC(C(=O)Nc3ccc(-c4cscn4)cc3)C2)o1 (configuration not stated)	18%	.	-12%	14	-19	-21

entry	B2AR arrestin	GALK inhibitor	Chronic BCR inh	uPA generation	PKM2 activator
1	0.1%	1%	-6%	2%	-5%
2	0.3%	-1%	-14%	-2%	-2%
3	0.0%	-1%	-1%	-2%	-22%
4	0.3%	1%	?	-3%	0%
5	0.3%	2%	-2%	1%	?
6	-1.2%	2%	-1%	-2%	6%
7	-3.7%	2%	-1%	0%	2%
8	-0.2%	-1%	-1%	-2%	1%
9	-0.2%	3%	-5%	17%	.
10	-0.2%	.	-2%	0%	.
11	-0.3%	.	?	2%	.
12	-1.1%	0%	-2%	0%	-8%
13	0.4%	-4%	3%	-21%	11%
14	-0.1%	0%	?	-13%	-4%
15	-0.5%	5%	?	-3%	.

# (more compounds)
entry	molecule	Eya2 inh	Coupling enz	USP2a inh	hERG WT inh	KCNH2 3.1 block	Giardia killer
16	COc1ccc2cc3cc(C(=O)NC4CC4)sc3nc2c1	-12%	-3	-5%	7	-4	?
17	Cc1ccc(N/N=C/c2c(O)cc(C)oc2=O)cc1	-5%	-3	8%	0	-10	5
18	O=C(O)C1(NS(=O)(=O)c2ccc(F)c(Cl)c2)CCCCC1	-24%	13	0%	-3	17	2
19	CCc1ccc(NC(=O)C(=O)NCCN2CCN(Cc3ccc([N+](=O)[O-])cc3)CC2)cc1	6%	1	1%	-91*	-106*	-4
20	O=C(/C=C/c1ccccc1Cl)NCc1cccs1	-1%	0	-2%	-3	-10	-1
21	CC(C(=O)NCc1ccco1)n1cc([N+](=O)[O-])cn1 (configuration not stated)	-5%	-1	0%	-11	6	2
22	CN(C)C(C)(C)C#CCCCCC#CC(C)(C)N(C)C	-1%	-2	1%	1	7	-1
23	COc1ccc2cc(S(=O)(=O)N3CCCC(C)C3)ccc2c1 (configuration not stated)	-3%	0	-1%	-9	-5	20
24	C=CCc1cccc(/C=N/NC(=O)COc2ccc(-n3cnnn3)cc2)c1O	8%	.	3%	15	-4	12
25	COc1cccc(N2CCN(C(=O)c3ccc(CS(=O)c4ccccc4Cl)o3)CC2)c1 (configuration not stated)	-10%	.	1%	6	-13	-20
26	CN1CCN(C(=O)c2ccccc2NC(=O)Cc2ccccc2)CC1	0%	2	4%	5	40	1
27	COc1ccccc1N1CCN(CCCCOc2ccc(C)cc2C)CC1	-15%	1	-11%	0	?	-10
28	CCNS(=O)(=O)c1ccc(NC(=O)Nc2ccccc2OC)cc1	-10%	0	-1%	2	-15	1
29	C=CCn1c(SCC(=O)N2CCN(c3ccc(F)cc3)CC2)nnc1-c1ccco1	3%	0	6%	3	-3	2
30	COc1ccc(-c2c(C)c3ccc(O)cc3oc2=O)cc1	-2%	4	4%	-13	11	-2

entry	B2AR arrestin	GALK inhibitor	Chronic BCR inh	uPA generation	PKM2 activator
16	0.0%	12%	-7%	?	.
17	-0.4%	-2%	10%	2%	-4%
18	-0.1%	0%	?	.	3%
19	-0.8%	0%	1%	6%	-5%
20	-0.6%	-1%	11%	-1%	-7%
21	0.1%	-2%	-20%	0%	6%
22	-1.2%	-2%	?	12%	-2%
23	0.0%	14%	-5%	4%	0%
24	-1.5%	5%	-9%	5%	.
25	0.0%	-5%	?	?	.
26	-0.5%	0%	5%	9%	1%
27	-0.8%	3%	1%	3%	1%[11.5 µM]
28	-0.5%	-1%	?	0%	6%
29	0.1%	0%	1%	0%	-1%
30	-1.0%	7%	?	-4%	.

# An excerpt of these results, with one line to a screen:
16	COc1ccc2cc3cc(C(=O)NC4CC4)sc3nc2c1
28	CCNS(=O)(=O)c1ccc(NC(=O)Nc2ccccc2OC)cc1
assay / compound	16	28
Eya2 inh	-12%	-10%
Coupling enz	-3	0
USP2a inh	-5%	-1%
hERG WT inh	7	2
KCNH2 3.1 block	-4	-15
Giardia killer	?	1
B2AR arrestin	0.0%	-0.5%
GALK inhibitor	12%	-1%
Chronic BCR inh	-7%	?
uPA generation	?	0%
PKM2 activator	.	6%

# Following part:
entry	molecule	Eya2 inh	Coupling enz	USP2a inh	hERG WT inh	KCNH2 3.1 block	Giardia killer
31	CC(=O)NC(Cc1ccccc1F)C(=O)NC1CCN(S(=O)(=O)c2ccccc2)CC1 (configuration not stated)	5%	1	3%	6	3	-6
32	CSCC[C@H](NC(=O)c1cccc(S(=O)(=O)N2CCCCC2)c1)c1nc2ccccc2[nH]1	9%	.	-22%	4	-9	7
33	CCOC(=O)[C@H]1[C@H]2COc3ccc(C)cc3[C@@H]2N2C(=O)c3ccc(Cl)cc3NC(=O)[C@@]12C	-13%	.	3%	.	.	5
34	NS(=O)(=O)c1cccc(NC(=O)COC(=O)C2CCN(S(=O)(=O)c3cccs3)CC2)c1	?	3	3%	-16	-4	-15

entry	B2AR arrestin	GALK inhibitor	Chronic BCR inh	uPA generation	PKM2 activator
31	0.3%	0%	-2%	-2%	1%
32	-0.3%	.	1%	-1%	.
33	0.2%	.	-4%	?	.
34	-0.1%	6%	-5%	2%	0%

# Filtered by structure, the compounds so far containing two or more sulfur atoms (3)
entry	molecule	Eya2 inh	Coupling enz	USP2a inh	hERG WT inh	KCNH2 3.1 block	Giardia killer
5	O=S(=O)(Nc1ccc2c(c1)OCO2)c1cccs1	13%	-3	-1%	-9	-7	2
32	CSCC[C@H](NC(=O)c1cccc(S(=O)(=O)N2CCCCC2)c1)c1nc2ccccc2[nH]1	9%	.	-22%	4	-9	7
34	NS(=O)(=O)c1cccc(NC(=O)COC(=O)C2CCN(S(=O)(=O)c3cccs3)CC2)c1	?	3	3%	-16	-4	-15

entry	B2AR arrestin	GALK inhibitor	Chronic BCR inh	uPA generation	PKM2 activator
5	0.3%	2%	-2%	1%	?
32	-0.3%	.	1%	-1%	.
34	-0.1%	6%	-5%	2%	0%
